Source: PubChem BioAssay
PAFAH2 inh – inhibitors of human PAFAH2. inhibition, % at 3.39 µM. recombinant PAFAH2, FP-rhodamine activity probe, fluorescence polarization. Q99487. actives 0.99% (n = 340,000);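 active = inhibition above the mean over all tested compounds plus 3 SD, cut at about 30% in these data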;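 also: inhibitors block probe labeling of enzyme so polarization drops; 0% = enzyme with DMSO and 100% = wells lacking PAFAH2 protein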
PAFAH1B3 inh – blocks human PAF acetylhydrolase 1B catalytic subunit 3. recombinant PAFAH1B3, FP-rhodamine probe, fluorescence polarization. actives 0.28% (n = 340,000). inhibition, % at 3.39 µM;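 active = inhibition above the screen-wide average of all tested compounds plus 3 SD, cut at about 25% in these data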;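 also: 0% = enzyme with DMSO only and 100% = wells lacking PAFAH1B3 protein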
Target sequence (Q15102 whole entry, looked up): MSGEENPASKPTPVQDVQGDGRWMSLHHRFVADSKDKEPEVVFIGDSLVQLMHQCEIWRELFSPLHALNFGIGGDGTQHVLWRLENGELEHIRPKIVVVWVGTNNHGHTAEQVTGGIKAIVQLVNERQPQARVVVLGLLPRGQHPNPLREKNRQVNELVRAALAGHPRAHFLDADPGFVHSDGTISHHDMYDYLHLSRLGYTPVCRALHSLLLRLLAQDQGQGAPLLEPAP
PAFAH1B2 inh – inhibitors of human PAFAH1B2 | recombinant PAFAH1B2, FP-rhodamine activity probe, fluorescence polarization | actives 1.2% (n = 340,000) | inhibition, % at 3.39 µM | P68402;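 active = inhibition above the mean of all tested compounds plus 3 SD, cut at about 24% in these data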;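 also: 0% = enzyme with DMSO and 100% = wells lacking PAFAH1B2; many of its hits are not listed in these tables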
Target sequence (P68402 whole entry, looked up): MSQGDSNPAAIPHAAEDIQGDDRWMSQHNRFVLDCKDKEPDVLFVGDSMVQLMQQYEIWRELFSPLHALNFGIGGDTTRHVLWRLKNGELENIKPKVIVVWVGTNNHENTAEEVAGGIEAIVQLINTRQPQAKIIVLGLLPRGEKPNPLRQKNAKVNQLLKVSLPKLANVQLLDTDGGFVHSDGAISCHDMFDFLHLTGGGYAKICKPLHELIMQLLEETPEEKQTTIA
The depositor's hits bear a star.

nr | PAFAH2 inh | PAFAH1B3 inh | PAFAH1B2 inh | SMILES
1 | 3 | -2 | 2 | Cc1nc(CCNC(=O)C2CCC(=O)N(CCc3cccc(F)c3)C2)sc1C (configuration not stated)
2 | -1 | 15 | 2 | Cc1ccccc1-c1cccc([C@@H]2C[C@H]3[C@H](CON3C)CN2Cc2cc(Cl)cc(Cl)c2)c1
3 | -2 | 0 | 0 | O[C@@H]1Cc2ccccc2O[C@H]1c1ccccc1
4 | 1 | 5 | -3 | COc1ccc(CNC(=O)c2ccc3c(=O)n4c(nc3c2)CCCCC4)cc1OC
5 | -2 | 14 | 1 | O=C(Nc1cccc(-n2cnnn2)c1)C1CCCN(Cc2cccc(C(F)(F)F)c2)C1 (configuration not stated)
6 | -2 | 2 | 4 | COc1cc(/C=N\Nc2ccc([N+](=O)[O-])cc2)ccc1OCC(=O)Nc1ccc(C)c(C)c1
7 | 3 | 5 | 2 | CC1=CC(=O)Nc2ccccc2S1
8 | 3 | 4 | -2 | O=C(C1CCN(S(=O)(=O)c2ccccc2)CC1)N1CCCCCC1
9 | -1 | 1 | -4 | CC(Sc1nnc(N)s1)C(=O)Nc1ccc2c(c1)OCO2 (configuration not stated)
10 | 4 | 3 | 0 | Cc1ccc(S(=O)(=O)N2CCN(C(=O)c3cc4c(s3)CCC(C)C4)CC2)cc1 (configuration not stated)
11 | -1 | 12 | 11 | COc1ccccc1OCCNC(=O)CCNS(=O)(=O)c1ccc(C)cc1
12 | 0 | 4 | 0 | O=C(NCc1ccccn1)c1ccc(NS(=O)(=O)c2cccc(Cl)c2)cc1
13 | 1 | 6 | -2 | Cn1c(=O)c2c(c3ccccc31)OC(=O)CC2c1cccnc1 (configuration not stated)
14 | 10 | -3 | -2 | Cc1c(NS(=O)(=O)c2cccc(C(=O)NCc3ccco3)c2)c(=O)n(-c2ccccc2)n1C
15 | 1 | 8 | 7 | CC(Sc1nnc(C2CC2)n1-c1ccccc1)C(=O)N1CCCC1 (configuration not stated)
16 | -12 | 6 | -1 | CCOC(=O)N1CCN(c2ncnc3c2cnn3-c2ccc(OC)cc2)CC1
17 | 5 | 4 | 3 | Cc1cn([C@H]2C[C@H](O)[C@@H](CCC(=O)NCCc3cnc[nH]3)O2)c(=O)[nH]c1=O
18 | -4 | 1 | -5 | CCOc1ccc(S(=O)(=O)N/N=C\c2ccc3c(c2)OCO3)cc1
19 | -3 | -1 | 0 | CC1CCCN(C(=O)c2ccc3ncsc3c2)C1 (configuration not stated)
20 | -2 | -4 | 1 | CCOc1ccc(NC(=O)CN(C)C(=O)c2sccc2-c2ccccc2)cc1OCC
21 | -7 | 3 | 2 | CCCCN1CC(COCc2ccccc2)Oc2cccc(Oc3ccc(OC)cc3)c2S1(=O)=O (configuration not stated)
22 | 1 | 10 | 6 | CCOC(=O)N(O)c1ccc(C=Cc2ccccc2)cc1
23 | -3 | 9 | -2 | Cc1cc(C)n2nc(/C(C#N)=C/c3ccccc3)c(C#N)c2n1
24 | 29 | 7 | 4 | NC(=O)Nc1ccc(C(=O)OCC(=O)Nc2sccc2C(N)=O)cc1
25 | 6 | -1 | 3 | Cc1cccc(Nc2ccc([N+](=O)[O-])cn2)c1
26 | 5 | 5 | 5 | CC(=O)c1ccc(NC(=O)CNc2cc(S(=O)(=O)N3CCOCC3)ccc2N2CCCC2)cc1
27 | -3 | 4 | -1 | CN1CCN(CCCNc2nc3ccccc3c3nc(-c4ccccc4)nn23)CC1
28 | -1 | 3 | -5 | Nc1nc(=O)n(C2CC(O)C(CO)O2)cc1F (configuration not stated)
29 | 5 | 5 | -1 | CCCn1c(=O)c(C(=O)NCc2ccc3c(c2)OCO3)c(O)c2ccccc21
30 | 2 | 5 | 1 | CC(C)(C)OC(=O)N1CCN(c2ccc(NC(=O)c3ccco3)cc2)CC1
31 | 10 | 4 | -4 | COc1cc(OC)c(OC)cc1/C=C/C(=O)OCC(=O)Nc1c(C)n(C)n(-c2ccccc2)c1=O
32 | -7 | -11 | 7 | C[C@@H]1CN([C@@H](C)CO)C(=O)c2cc(NS(C)(=O)=O)ccc2O[C@@H]1CN(C)Cc1ccc(C(F)(F)F)cc1
33 | 5 | 10 | 1 | C/C(=N\NC(=O)CCC(=O)Nc1ccc(C)c(C)c1)C1CC1
34 | 10 | 4 | -2 | O=C(Nc1ccc2oc(-c3cccnc3)nc2c1)c1ccc([N+](=O)[O-])o1
35 | 3 | 10 | 6 | O=C1NC(=O)C(c2ccccc2)N1 (configuration not stated)
36 | 7 | 5 | 5 | COc1cc2c(cc1OC)C(O)C(O)(CO)C(C(=O)O)C2c1cc(OC)c(OC)c(OC)c1 (configuration not stated)
37 | -1 | 8 | -5 | CN(C)S(=O)(=O)c1ccc(SCC(=O)Nc2ccc3c(c2)OCCO3)nc1
38 | -4 | 6 | -2 | COc1ccc(Cl)cc1C=CC=Nc1ccc(S(N)(=O)=O)cc1
39 | 5 | 0 | 2 | COCCN1C(=O)C(C(=O)OC)CC2=C1CC(C)(C)CC2=O (configuration not stated)
40 | -10 | 1 | 5 | CCOc1ccc(CO[C@@H]2O[C@H](CO)[C@@H](O)[C@H](O)[C@H]2NC(C)=O)cc1OC
41 | 1 | 5 | 4 | Cc1cn(C2CCC(CO)O2)c(=O)[nH]c1=O (configuration not stated)
42 | 54* | 29* | 12 | COc1cc(-c2ccc(Nc3ccccc3C(=O)O)c(OC)c2)ccc1Nc1ccccc1C(=O)O
43 | -5 | 5 | 2 | CCCCCCCCCCCCCCCC[N+](C)(C)Cc1ccc(F)cc1
44 | -18 | -8 | -6 | COc1cccc(C=NNc2ccc([N+](=O)[O-])cn2)c1OC
45 | 3 | 5 | 6 | COc1cc(NC(=O)NCC2CCN(Cc3ccccc3C)CC2)cc(OC)c1OC
46 | 2 | 1 | 4 | CCn1cc(C2=NOC(C(=O)Nc3c(C)nn(Cc4ccc(F)cc4)c3C)C2)c(C)n1 (configuration not stated)
47 | -4 | 1 | 5 | COc1cccc(NC(=S)N2CCN(S(=O)(=O)c3ccccc3)CC2)c1
48 | 6 | 8 | 8 | O=C(Nc1ccccc1Cl)O/N=C/c1ccc(F)cc1
49 | 1 | 1 | 10 | CC(Sc1nnc(C2CC2)n1C1CC1)C(=O)c1ccc(Br)cc1 (configuration not stated)
50 | -13 | -1 | 1 | CCOC(=O)N1CCN(S(=O)(=O)c2ccc3c(c2)NC(=O)CO3)CC1

(next part)
nr | PAFAH2 inh | PAFAH1B3 inh | PAFAH1B2 inh | SMILES
51 | -7 | 9 | 7 | CCCCNCCS(=O)(=O)NCc1ccc(OC)cc1
52 | 10 | -2 | 2 | Cc1c(NS(=O)(=O)c2cccc(C(=O)NCc3cccc(Cl)c3)c2)c(=O)n(-c2ccccc2)n1C
53 | 1 | 8 | -3 | CN(C(=O)c1ccoc1)c1ccc2ccccc2c1
54 | 2 | 2 | 3 | CCOC(=O)C1=C(COC(=O)c2ccccc2OC)NC(=O)NC1C (configuration not stated)
55 | -3 | -2 | 4 | COc1ccccc1NC(=O)c1cc2cc(Br)ccc2oc1=N
56 | 9 | 4 | 3 | COc1cccc(CN(C)C(=O)c2cccc(S(=O)(=O)Nc3cccc(C)c3)c2)c1OC
57 | 4 | 9 | 4 | O=C(CN1CCCC1)Nc1sc2c(c1C(=O)Nc1ccccc1)CCCC2
58 | -7 | -3 | -3 | Cc1cc(NC(=O)C(C)Sc2nc(-c3cccs3)nc3ccccc23)no1 (configuration not stated)
59 | -5 | 7 | 2 | COc1ccc2c(c1)-c1nc(/N=C/c3c(O)ccc4ccccc34)sc1CC2
60 | 2 | 1 | 9 | COc1ccc(/C(N)=N/OC(=O)c2c(-c3ccccc3Cl)noc2C)cc1OC
61 | 0 | 12 | 4 | O=C(CCNS(=O)(=O)c1ccccc1)N1CCCC1
62 | 17 | 8 | 2 | C=CCn1c(=O)c(C(=O)Nc2ncccc2O)c(O)c2ccccc21
63 | -2 | 10 | -1 | CC1CCCCC1NC(=O)CCCc1nc2ccccc2c(=O)[nH]1 (configuration not stated)
64 | 3 | -6 | -5 | O=C(COC(=O)c1cccc(Cl)c1)Nc1cc(S(=O)(=O)N2CCOCC2)ccc1N1CCOCC1
65 | 12 | 13 | -2 | COc1ccc2c(CN(C)c3ccccc3)cc(=O)oc2c1
66 | -6 | 8 | 4 | CN(C)c1ccc(Cc2ccc(N(C)C)cc2)cc1
67 | -1 | -1 | 6 | N#CCCN(C(=O)COC(=O)c1cccc(S(=O)(=O)N2CCCCCC2)c1)c1ccc(F)cc1
68 | -1 | 7 | 31* | CCCCn1c(N)c(N(CC(C)C)C(=O)CN2C(=O)NC3(CCC(C(C)(C)CC)CC3)C2=O)c(=O)[nH]c1=O (configuration not stated)
69 | -8 | 5 | -4 | Cc1ccc2[nH]cc(/C=C/c3cc[n+](C)cc3)c2c1
70 | -5 | 2 | 6 | O=C1c2ccccc2C(=O)N1CCCn1c2ccc(Cl)cc2c2nc3ccccc3nc21
71 | -8 | 0 | 2 | C=C(C)CN=CC1(C)CCC(C)=CO1 (configuration not stated)
72 | -8 | 11 | 4 | O=C(CC(=O)OCc1ccccc1)OCc1ccccc1
73 | 7 | 2 | 2 | Cc1ccc(C)c(NC(=O)CN(C)C(=O)c2ccc3ncsc3c2)c1
74 | 2 | 5 | 3 | O=C(Cc1ccc(NC(=O)C2CCN(C(=O)C3CC3)CC2)cc1)Nc1cccc(C(=O)N2CCCC2)c1
75 | 3 | -1 | -5 | Cc1c(C(=O)NC(C)c2ccccn2)oc2c(Cl)cccc12 (configuration not stated)
76 | -1 | -3 | 4 | O=[N+]([O-])c1ccc(N/N=C2/CCCCC2c2ccccn2)cc1 (configuration not stated)
77 | -3 | 5 | -4 | Cc1cccc(NC(=O)/C(C#N)=C/c2ccc[nH]2)c1C
78 | 29 | 43* | 49* | O=C(N/N=C/c1cc(Br)c(O)c(Br)c1)c1cc2c(ccc3ccccc32)o1
79 | 9 | 1 | 1 | Nc1nc(N)c(N=Nc2ccccc2)c(=O)[nH]1
80 | -7 | -4 | 0 | COC(=O)c1c(NC(=O)c2ccccc2N(C)S(=O)(=O)c2ccccc2)sc2c1CCCC2
81 | 1 | 11 | 1 | Nc1cc([N+](=O)[O-])ccc1OCc1ccccc1
82 | 5 | 10 | -3 | COc1ccc(CC(=O)N(C)Cc2ccc(OC(F)F)cc2)cc1S(=O)(=O)N1CCOCC1
83 | -1 | 6 | 3 | CCC1CC(=O)CCN1S(=O)(=O)c1ccc(C)cc1 (configuration not stated)
84 | 8 | 9 | 8 | Cc1ccc(CNC(=O)C2CCC(=O)N(Cc3ccc(Cl)cc3)C2)cc1F (configuration not stated)
85 | -1 | 1 | 2 | CN(c1ccccc1)S(=O)(=O)c1cc(C(=O)OCC(=O)c2c(N)n(C)c(=O)n(C)c2=O)ccc1Cl
86 | -3 | -2 | 0 | Cc1cc(C)c(NS(=O)(=O)c2ccccc2)c(C)c1
87 | 5 | 8 | 4 | CCN(C(=O)COC(=O)C(c1ccccc1)c1ccccc1)c1c(N)n(Cc2ccccc2)c(=O)[nH]c1=O
88 | 7 | 8 | 5 | COc1ccc(CCNc2ncnc3cc(OC)c(OC)cc23)cc1OC
89 | -2 | -1 | 4 | CCOc1ccc(NC(=S)N2CCCC2)cc1
90 | 4 | 5 | 5 | S=C1NCCN1CC1CCN(CCCC2CCCC2)CC1
91 | 4 | -1 | 6 | O=S(=O)(c1ccc(S(=O)(=O)N2CCN(C3CCCCC3)CC2)cc1)N1CCCCCC1
92 | -4 | 1 | 3 | Cc1cnn(-c2nc(-c3ccccc3)cc(-c3ccccc3)n2)c1
93 | 0 | -2 | -3 | Cc1ccc(S(=O)(=O)N2CCC(C(=O)N3CCCCCCC3)CC2)cc1
94 | 6 | 16 | 3 | CNC(=O)C1CC(=O)N(c2ccc(OCC(=O)Nc3ccccc3C)cc2)C1 (configuration not stated)
95 | 3 | 5 | 8 | Cc1cccc(NC(=O)C(C)C(=O)c2ccccc2)c1 (configuration not stated)
96 | 3 | 1 | 10 | COc1ccc2nc(-c3ccccc3)[nH]c(=O)c2c1
97 | 1 | 9 | 4 | COc1ccc(OC)c(Nc2nc(=O)c3cccnc3s2)c1
98 | 4 | 6 | 7 | CSc1ncnc2[nH]ncc12
99 | 5 | 8 | 8 | O=C(NCCCn1ccnc1)c1cccc(S(=O)(=O)Nc2ccc(F)cc2)c1
100 | -5 | 0 | 2 | CC1CCCCN1N=Nc1nc2c([nH]1)c(=O)n(C)c(=O)n2C (configuration not stated)

Additional structures follow.
nr | PAFAH2 inh | PAFAH1B3 inh | PAFAH1B2 inh | SMILES
101 | 8 | 8 | 5 | C=CS(=O)(=O)N(Cc1ccccc1Br)[C@H](CO)CC(C)C
102 | -4 | 6 | 5 | O=c1ccc(=O)n(CCc2ccccn2)[nH]1
103 | 4 | 6 | -2 | CC(=Nc1ccccc1)C1=C(O)C(Cc2ccccc2)NC1=O (configuration not stated)
104 | 11 | 9 | 2 | CC(/C=C/c1ccc(O)cc1)=NNc1ccccc1
105 | -6 | 0 | 3 | O=S(=O)(O)c1ccc(Cl)c(Cl)c1
106 | 3 | 1 | 1 | COc1ccc(NS(=O)(=O)c2cc3c4c(c2)CCN4C(=O)CC3)c(OC)c1
107 | 5 | 6 | 7 | Cc1cc([N+](=O)[O-])ccc1P(=O)(O)c1ccc([N+](=O)[O-])cc1C
108 | 6 | 7 | -6 | COc1cc(OC)c2cc(C(=O)N[C@@H](Cc3ccccc3)C(=O)O)n(C)c2c1
109 | 9 | 5 | 4 | CCCNC(=O)Nc1cc(OC)c(OC)cc1Cc1nccc2cc(OC)c(OC)cc12
110 | 8 | 7 | 6 | CSCCC(NC(=O)c1cc(S(=O)(=O)N2CCOCC2)ccc1C)c1nc2ccccc2[nH]1 (configuration not stated)

Some of the compounds tested; the hit share may differ from the screen's.
